Rhodamine fluor – compound autofluorescence in rhodamine spectral region | max dye-equivalent concentration, M | 59,000 tested, 0.05% active | Rhodamine-region fluorescence, 547/598 nm, Tris buffer; active compounds read high; in the data active = max dye-equivalent concentration above about 11 nM; inconclusive = between about 1.1 nM and that limit
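Intrinsic compound fluorescence, ex 547 / em 598 nm, CCD imager. Tris 100 mM pH 8.0; 15 min RT. Output = rhodamine dye-equivalent concentration at each compound concentration.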
TexasRed autofl – compound fluoresces in the Texas Red spectral region | Compound fluorescence, Texas Red channel, 547/618 nm; active compounds read high | max dye-equivalent concentration, M | 59,000 tested, 0.06% active; in the data active = max dye-equivalent concentration above about 10 nM; inconclusive = between about 1.1 nM and that limit
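Compound fluorescence was read after 15 min at room temperature in 100 mM Tris, pH 8.0, using 547 nm excitation and 618 nm emission across a concentration series. It was expressed as Texas Red dye-equivalent concentration from an on-plate standard curve.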
USP2a inhib – USP2a (human) protease inhibition | AID 927 | USP2a enzymatic assay, qHTS inhibition | Potency, µM (doses to about 38.3 µM), for inactives: at the top dose activity change, negative = inhibition, hits mostly inhibitors | 60,000 tested, 0.1% active | O75604;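 also: potency is read from the fitted curve at half-maximal effect; nearly all actives have a fitted effect of over 60% in size; plate controls were DMSO for no effect and NEM full inhibition control for full effect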
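Inhibition is measured in a cell-free coupled assay with 20 nM USP2 core, 20 nM Ub-PLA2 and 20 uM NBD C6-HPC, 2.5 h incubation. Activity normalized to NEM control.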
BRCT inh red – disrupts BRCA1 BRCT binding to phosphoprotein, red fluorophore readout; P38398; BRCT-phosphopeptide binding, red fluorescence polarization; Potency, µM (titrated, usually from 76.9 µM), inactives show top-dose activity change, negative = inhibition, most hits filed as inhibitors; 75,000 tested, 0.03% active; also: % is scaled to controls: 0 for no effect and ±100 for the full control effect
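Rhodamine-labelled pBACH1 10-mer (100 nM) bound to BRCT domain (100 nM) at pH 7.3; compounds incubated 12 min room temperature, polarization read. Free peptide defines full inhibition; unlabelled decapeptide titrated as control.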
Fluorescein autfl – compound fluoresces in the fluorescein spectral region | Compound autofluorescence, 480/540 nm, fluorescein-equivalent; active compounds read high | max fluorescein-equivalent concentration, M | 59,000 tested, 0.91% active; in the data active = max fluorescein-equivalent concentration above about 10 nM; inconclusive = between about 1.1 nM and that limit
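Library compounds, added at multiple concentrations to pH 8.0 Tris buffer (100 mM), incubate 15 min at room temperature before CCD imaging at 480 nm excitation and 540 nm emission.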
A350 fluor – A350 region autofluorescence. Compound autofluorescence, 340/450 nm, Alexa 350 dye-equivalents; active compounds read high. max dye-equivalent concentration, M. 59,000 tested, 11% active; in the data active = max dye-equivalent concentration above about 10 nM; inconclusive = mostly about 1.1 nM to 9.6 nM
HEK293 cAMP cs – raises cAMP in parental HEK293 cells, TSHR agonist counter-screen. parental HEK293 CNG cAMP sensor, membrane potential fluorescence. Potency, µM (series often up to 57.1 µM), for the others: at the highest dose activation, most hits filed as activators. 73,000 tested, 2.5% active. AID 938; also: potency is read from the fitted curve at half-maximal effect; % of control where 0% means no effect; nearly all actives have a fitted effect of over 55% in size
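Parental HEK 293 cells stably expressing a cAMP-gated CNG channel were loaded with membrane potential dye containing 100 uM RO 20-1724 for 60 min. Compound added for 30 min; depolarization read as fluorescence intensity at 590 nm.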
4MU fluor – compound fluoresces in the 4-MU spectral region; compound autofluorescence, 340/450 nm, 4-MU equivalents; active compounds read high; max dye-equivalent concentration, M; 59,000 tested, 11% active; in the data active = max dye-equivalent concentration above about 10 nM; inconclusive = mostly about 1.1 nM to 9.6 nM
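Compounds in 100 mM Tris, pH 8.0, sat 15 min at room temperature before fluorescence was read at 340 nm excitation/450 nm emission; a per-plate six-point 4-MU standard curve converted signals to dye-equivalent concentration at each compound concentration.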
Casp1 inh – blocks human caspase-1 allosterically or competitively; AID 900; Caspase-1 enzyme, Ac-WEHD-AFC fluorogenic rate; 75,000 tested, 0.03% active; Potency, µM (highest dose often 57.5 µM), for inactives: top-dose activity change, negative = inhibition, most hits filed as inhibitors;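 also: potency is read from the fitted curve at half-maximal effect; plate controls were vehicle for no effect and no substrate for full effect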
BRCT inh green – blocks human BRCA1 BRCT binding to phosphopeptide, green readout | P38398 | BRCA1 BRCT-phosphopeptide binding, green fluorescence polarization | Potency, µM (doses to about 76.9 µM), inactives show at the top dose activity change, negative = inhibition, hits mostly inhibitors | 75,000 tested, 0.05% active;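 also: potency is read from the fitted curve at half-maximal effect; plate controls were peptide without protein for full effect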
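Compounds were incubated for 12 min at room temperature with a complex of 100 nM fluorescein-tagged pBACH1 decapeptide and 250 nM His-tagged BRCT protein. Buffer was phosphate pH 7.3 with EDTA, DTT and Tween 20. Disruption of binding lowers the polarization signal.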
Caspase-7 inhib – allosteric or competitive inhibitors of human caspase-7. Potency, µM (highest dose often 57.5 µM), for inactives: at the highest dose activity change, negative = inhibition, hits mostly inhibitors. recombinant caspase-7, Ac-DEVD-AFC fluorescence rate. 75,000 tested, 0.02% active; active = well fitted inhibition curve with a large enough effect in the main read-out, with a control signal flat, not every such curve was filed as active; inconclusive = small, poorly fitted or top-dose-only effect, or a change in a side signal; also: potency is read from the fitted curve at half-maximal effect; % of control where 0% means no effect
* = called active by the depositor; i = inactive; ? = inconclusive; · = not tested or not shown; [ ] = another dose, or the depositor's remark. Unless noted, calls follow the shape of the dose curve; as a rule, active = well fitted curve in the direction sought with a large enough effect; inconclusive = small, poorly fitted or top-dose-only effect, or another doubt; inactive = no such curve, though single readings can be large; an effect the other way counts as inactive or inconclusive.

SMILES | Rhodamine fluor | TexasRed autofl | USP2a inhib | BRCT inh red | Fluorescein autfl | A350 fluor | HEK293 cAMP cs | 4MU fluor | Casp1 inh | BRCT inh green | Caspase-7 inhib
Cc1c(N=C/C=C/c2ccccc2)cnn1C | i | ? | -8% | 1.1% | i | ? | 6% | i | -2% | -1.8% | -2%
C=CCn1c(=O)c2ccccc2n2c(SCC(=O)c3ccccc3)nnc12 | i | i | 24% | -0.3% | i | i | ? | i | 0% | -0.3% | -2%
CCCC(=O)N1CCN(c2ccc(NC(=O)c3ccccc3)cc2)CC1 | i | i | 58%[activator] | 1.5% | i | i | 2% | i | 1% | -1.7% | -1%
Cc1nn(-c2ccc(F)cc2F)c2c1-c1nc(N3CCCC3)ncc1CC2 | i | i | 9% | 0.7% | i | 2.3e-07M* | 11% | 2.1e-07M* | -5% | -1.8% | -23%
CC1CCc2c(C(=O)N3CCN(S(=O)(=O)c4cccs4)CC3)csc2C1 (stereo unspecified) | i | i | 12% | -1.1% | i | i | 2% | i | 0% | 0.5% | -4%
Cc1cc(C(=O)CN2C(=O)c3ccccc3S2(=O)=O)c(C)n1CC1CCCO1 (stereo unspecified) | i | i | 6% | -0.2% | i | ? | -7% | ? | 0% | 1.0% | -1%
CC(=O)c1cccc(NC(=O)c2cc(C(C)C)on2)c1 | · | · | · | 0.9% | · | · | 26% | · | -1% | -0.7% | 0%
COc1cccc(N(CC(=O)NC(C)(C)C)C(=O)C2CSC(=O)C2)c1 (stereo unspecified) | i | i | 7% | 0.0% | i | i | 5% | i | 0% | -1.4% | -1%
CN(C)S(=O)(=O)c1cccc(C(=O)C2=C3SC=C(c4ccccc4)N3CC2)c1 | i | i | 24% | -1.0% | i | i | -10% | i | -1% | 0.8% | -3%
Cn1c(=O)c(-c2ccccc2)nn2c3ccccc3nc12 | i | i | 11% | -0.7% | i | 1.3e-08M* | 18% | 1.1e-08M* | -6% | 0.0% | -1%
O=c1c(N2CCCCC2)coc2ccccc12 | · | · | · | -0.8% | · | · | 10% | · | 6% | -0.6% | 0%
CCC(OC(=O)c1cccs1)C(=O)NC1CCCCC1 (stereo unspecified) | i | i | 6% | 0.4% | i | i | 28% | i | -2% | -0.8% | 1%

Individual results from the list.
Casp1 inh with CC(=O)c1cccc(NC(=O)c2cc(C(C)C)on2)c1 stands at -1%
A350 fluor with Cc1nn(-c2ccc(F)cc2F)c2c1-c1nc(N3CCCC3)ncc1CC2 stands at 2.3e-07M*
BRCT inh green with Cc1cc(C(=O)CN2C(=O)c3ccccc3S2(=O)=O)c(C)n1CC1CCCO1 (stereo unspecified) stands at 1.0%
BRCT inh red with CC1CCc2c(C(=O)N3CCN(S(=O)(=O)c4cccs4)CC3)csc2C1 (stereo unspecified) stands at -1.1%

(continued)
SMILES | Rhodamine fluor | TexasRed autofl | USP2a inhib | BRCT inh red | Fluorescein autfl | A350 fluor | HEK293 cAMP cs | 4MU fluor | Casp1 inh | BRCT inh green | Caspase-7 inhib
COc1ccc(CCNS(=O)(=O)c2ccc3c(c2)CCN3C(=O)C2CC2)cc1OC | i | i | 24% | 0.4% | i | i | -2% | i | 0% | -0.8% | 1%
O=C(NCCCn1ccnc1)C(F)(F)C(F)(F)C(=O)NCCCn1ccnc1 | i | i | 1% | -2.2% | i | i | 1% | i | 0% | -0.3% | 1%
Oc1ccc(Cl)cc1/C=N/c1nccs1 | · | · | 2%[7.66 µM] | 1.4% | · | · | 11%[11.4 µM] | · | ? | -3.9% | -26%
c1ccc(C(c2nnnn2C2CCCC2)N2CCCCCC2)nc1 (stereo unspecified) | i | i | 9% | -0.6% | i | ? | ? | ? | ? | -1.2% | -12%
CN(C(=O)COc1cc(=O)n(C)c2ccccc12)c1ccc(Br)cc1 | · | · | · | -0.4% | · | · | 27% | · | 0% | 2.1% | 0%
Brc1ccc(-c2nnc3sc(CN4CCC5(CC4)OCCO5)cn23)cc1 | i | i | 1% | -1.9% | 1.1e-08M* | i | 4% | i | 0% | 0.2% | -2%
COc1ccc(S(=O)(=O)NCCC(=O)NCc2ccc(F)cc2)cc1 | i | i | 5% | -0.6% | i | ? | 1% | ? | -11% | 0.9% | -1%
COC(=O)c1cc2sccc2n1CC(=O)Nc1cccc(SC)c1 | i | i | 39%[activator] | 0.2% | i | i | 25µM* | i | -1% | 0.2% | -3%
N#CCSc1ncnc2sc3c(c12)CCC3 | i | ? | 19% | -0.7% | ? | 4.7e-08M* | 10% | 4.6e-08M* | -5% | -0.2% | -10%
CC1(C)OC[C@@H]2O[C@H](n3cnc4c(N)nc(Cl)nc43)[C@@H](OS(C)(=O)=O)[C@@H]2O1 | i | i | · | -1.0%[15.4 µM] | i | i | -3%[11.4 µM] | i | -1%[11.5 µM] | -1.2%[15.4 µM] | -2%[11.5 µM]
CCN(CC)S(=O)(=O)c1cccc(-c2nnc(SCC(=O)NC)n2CCc2ccccc2)c1 | i | i | -3% | 0.6% | ? | i | ? | i | -1% | -1.6% | -2%
COc1ccc(NC(=O)CSc2nc(C)cc(C(F)(F)F)n2)cc1 | i | i | 2% | 0.7% | ? | ? | 6% | ? | -1% | 0.6% | -1%
CSc1ccc(CN(C)CC(=O)NC(=O)NC(C)(C)C)cc1 | i | i | -2% | -0.3% | i | ? | ? | ? | -3% | -1.1% | 0%
CCOC(=O)CCc1c(C)nc2cc(-c3ccccc3OC)[nH]n2c1=O | · | · | · | -1.9% | · | · | -5% | · | 1% | 0.1% | 0%
O=C(Cn1c(CN2CCCCC2)nc2ccccc2c1=O)Nc1ccccc1 | i | i | · | 1.2% | i | i | 19% | i | -3% | -0.8% | 2%
CCCCNc1nc(C)nc2c1nc(-c1ccccc1)n2CCN1CCCC1 | · | · | · | 1.1% | · | · | ? | · | 1% | -1.7% | 1%
COC(=O)C1=C(C)N=c2s/c(=C/c3cccs3)c(=O)n2C1c1cccs1 (stereo unspecified) | i | i | 16% | -0.9% | ? | i | 9% | i | -3% | 0.8% | -5%
CO[C@@H]1/C=C\CC(=O)N2CCC[C@@H]2C(=O)OC[C@@H](C)C(=O)OC[C@H]1C | · | · | · | 0.6%[15.4 µM] | · | · | -1%[11.4 µM] | · | 0%[11.5 µM] | -0.3%[15.4 µM] | 0%[11.5 µM]
CC(CC(=O)c1cccs1)CC(=O)c1cccs1 | · | · | · | 0.2% | · | · | 6% | · | -2% | 1.2% | 0%
COc1ccccc1N1CCN(CCN2C(=O)c3ccccc3C(C)(C)C2=O)CC1 | · | · | · | -0.8% | · | · | ? | · | -2% | 0.3% | 1%
COc1ccc(-n2c(Cc3cccn3C)nnc2SCC(=O)NCc2ccccc2Cl)cc1 | · | · | · | 0.1% | · | · | 3% | · | -3% | 0.3% | -6%
CC(C)c1nnc(NC(=O)CN(C)S(=O)(=O)c2ccc3c(c2)OCCO3)s1 | i | ? | · | 0.0% | i | i | 4% | i | -1% | 0.5% | 2%
CCOC(=O)c1cnc(-n2cc(C)cn2)nc1NCc1ccc2c(c1)OCO2 | i | ? | 31%[activator] | -0.7% | i | i | ? | i | -3% | 1.5% | -1%
O=C(CCc1ccc(S(=O)(=O)N2CCOCC2)cc1)Oc1ccccc1 | i | i | 9% | 0.0% | ? | i | -10% | i | -4% | 2.3% | -1%
COC(=O)c1ccc(C2c3c(oc4ccccc4c3=O)C(=O)N2CCCN2CCOCC2)cc1 (stereo unspecified) | · | · | · | 1.4% | · | · | 10% | · | -2% | 0.7% | 1%
Cn1c(SCC(=O)N2CCCCC2)nnc1-c1ccc(S(=O)(=O)N2CCOCC2)cc1 | i | i | -5% | 0.0% | i | i | 2% | i | -1% | -0.5% | 1%
Cc1ccn(C(=O)c2ccc(NC(=O)C3CCCCC3)cc2)n1 | i | i | 0% | -0.1% | i | i | 26% | i | 2% | -3.3% | 1%
Cc1c(Cl)cccc1NC(=O)CSCC(N)=O | i | i | -7% | 0.5% | i | i | 0% | i | 1% | -0.4% | 1%
CCOC(=O)c1sc(NC(=O)C2CC2)cc1C | · | · | · | -0.5% | · | · | 4% | · | -3% | 1.8% | -2%
CCN(CCCNC(=O)CN1C(=O)COc2ccccc21)c1cccc(C)c1 | i | ? | 19% | -0.3% | i | i | 8% | i | 3% | -1.6% | -1%
C=CCNc1nc(NCc2ccco2)nc(OCC)n1 | i | i | -1% | 0.2% | i | i | 10% | i | 1% | -0.7% | 2%
CON(C)c1nc(Oc2ccc(=O)[nH]n2)nc(N(C)C)n1 | i | ? | 2% | -1.5% | i | i | 10% | i | 2% | -1.6% | 1%
Cc1cnn(-c2nc(-c3cccs3)cc(C(F)(F)F)n2)c1 | i | ? | 19% | -2.1% | i | ? | 23% | i | -1% | -1.3% | -2%
O=C(CCc1nc2ccccc2[nH]1)Nc1ccc2c(c1)OCO2 | i | i | 31%[activator] | -2.1% | i | i | -10% | i | 0% | -6.3% | -2%
CC1(C)NC(=O)N(CCCOc2ccc(Br)cc2Cl)C1=O | i | ? | 3% | -1.8% | i | i | 1% | i | 0% | 0.4% | 0%

Record cards, from the list above. Screens in order: Rhodamine fluor	TexasRed autofl	USP2a inhib	BRCT inh red	Fluorescein autfl	A350 fluor	HEK293 cAMP cs	4MU fluor	Casp1 inh	BRCT inh green	Caspase-7 inhib
Cc1ccn(C(=O)c2ccc(NC(=O)C3CCCCC3)cc2)n1 across the screens: i	i	0%	-0.1%	i	i	26%	i	2%	-3.3%	1%
COC(=O)c1ccc(C2c3c(oc4ccccc4c3=O)C(=O)N2CCCN2CCOCC2)cc1 (stereo unspecified) across the screens: ·	·	·	1.4%	·	·	10%	·	-2%	0.7%	1%

Source: PubChem BioAssay

An excerpt (hit frequency here may not be typical).
